# S1P4 agonist – activates the human S1P4 receptor; O95977; S1P4-expressing cell line, agonist reporter assay; activation, % at 4.98 µM; 220,000 tested, 0.35% active; in the data active means activation above about 11%;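 further: 0% = DMSO vehicle and 100% = reference agonist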
# Target sequence (O95977 whole entry, looked up): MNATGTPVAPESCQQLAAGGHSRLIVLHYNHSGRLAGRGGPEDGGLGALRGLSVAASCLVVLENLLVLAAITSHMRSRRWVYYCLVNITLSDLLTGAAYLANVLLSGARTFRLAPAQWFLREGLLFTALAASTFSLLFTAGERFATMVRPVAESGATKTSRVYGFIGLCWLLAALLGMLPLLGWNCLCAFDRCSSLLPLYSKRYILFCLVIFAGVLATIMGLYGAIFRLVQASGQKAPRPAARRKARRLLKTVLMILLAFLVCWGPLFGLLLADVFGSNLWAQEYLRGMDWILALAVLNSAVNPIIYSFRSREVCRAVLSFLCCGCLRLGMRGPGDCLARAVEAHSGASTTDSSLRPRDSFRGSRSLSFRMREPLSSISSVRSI
# BaF3 tox – counter-screen for JAK2V617F inhibitors: parental Ba/F3 viability inhibitors | CellTiter-Glo ATP luminescence | inhibition, % at 5.6 µM | 220,000 tested, 1.1% active;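 active means inhibition above a per-campaign cutoff, the mean inhibition of all tested compounds plus 3 SD, cut at about 27% in these data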;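 further: 0% = DMSO wells and 100% = JAK Inhibitor I control wells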
# Ba/F3 V617F tox – loss of viability in JAK2V617F-driven Ba/F3 cells; AID 1446; Ba/F3 EpoR-JAK2V617F viability, ATP luminescence; inhibition, % at 5.6 µM; 220,000 tested, 1.1% active;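 active means inhibition above the campaign mean plus 3 SD over all tested compounds, cut at about 24% in these data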;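 further: cytokine-independent growth of Ba/F3 cells driven by EpoR plus mutant JAK2; 0% = DMSO-treated cells and 100% = JAK inhibitor I control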
# p47phox inh – inhibitors of human p47phox binding | AID 1274 | inhibition, % at 24.7 µM | p47phox/p22phox peptide binding, fluorescence polarization, 2 h | 220,000 tested, 0.53% active | P14598;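 active means inhibition above about 30%, limit read from the data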;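 further: 0% = p47phox with labelled peptide and 100% = labelled peptide alone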
# Target sequence (P14598 whole entry, looked up): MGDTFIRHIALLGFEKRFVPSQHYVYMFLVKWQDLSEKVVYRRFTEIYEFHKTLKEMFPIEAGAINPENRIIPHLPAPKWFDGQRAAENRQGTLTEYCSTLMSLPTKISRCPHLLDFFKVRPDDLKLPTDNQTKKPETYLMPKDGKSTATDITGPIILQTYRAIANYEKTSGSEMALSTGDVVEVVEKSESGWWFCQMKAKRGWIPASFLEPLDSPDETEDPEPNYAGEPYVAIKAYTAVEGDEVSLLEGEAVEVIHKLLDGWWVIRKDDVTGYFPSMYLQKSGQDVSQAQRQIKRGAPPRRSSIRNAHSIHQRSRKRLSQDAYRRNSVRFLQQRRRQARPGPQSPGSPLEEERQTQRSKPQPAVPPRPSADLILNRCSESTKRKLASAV
# CHOP inhibitor – CHOP inhibition in unfolded protein response. CHO-K1 CHOP-promoter luciferase, tunicamycin-induced, 15-18 h. inhibition, % at 10 µM. 220,000 tested, 3.8% active. AID 2732;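 active means compounds that reduced the stress-induced luciferase reporter signal by more than about 70% of percent inhibition, limit read from the data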;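 further: 0% = tunicamycin plus vehicle and 100% = wells without tunicamycin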
# NPY-Y1 antag – antagonists of human neuropeptide Y receptor Y1 | HEK293-CNG Y1 cells, membrane potential fluorescence; NPY at EC95, then isoproterenol | inhibition, % at 3.6 µM | 200,000 tested, 1% active;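 active means inhibition above the campaign mean inhibition of all tested compounds plus 3 SD, cut at about 20% in these data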;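 further: 0% = DMSO wells given NPY plus isoproterenol and 100% = isoproterenol alone without NPY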
#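 System: HEK293 cells with Y1 receptor plus CNG channel / Probe or stimulus: NPY 25 nM then isoproterenol 1 µM plus Ro 20-1724 25 µM / Compound: one concentration, 3.6 µM, in 0.4% DMSO / Schedule: compound incubation 1 h at room temperature, readout 45 min post-stimulation / Measured by: membrane potential fluorescence / Read-out: % inhibition of NPY effect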
# NPY1 pot ag – potentiators or agonists of human neuropeptide Y receptor Y1; P25929; NPY-Y1 expressing cells, potentiator/agonist activation; activation, % at 3.6 µM; 220,000 tested, 0.37% active; AID 1304; in the data active means activation above about 33%, passing the limit was not always enough;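 further: cells stimulated with NPY at EC10 then isoproterenol at EC100; 0% = low agonist plus stimulus and 100% = saturating agonist plus stimulus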
# NPY-Y2 PAM-ag – potentiators or agonists of human neuropeptide Y receptor Y2; cells expressing NPY-Y2, potentiator/agonist read-out; activation, % at 3.6 µM; 220,000 tested, 0.45% active; AID 1359; in the data active means activation above about 27%;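 further: cells stimulated with NPY near EC25 plus isoproterenol at EC100; 0% = vehicle plus submaximal agonist and 100% = vehicle plus saturating agonist; some results beyond the cut were filed as inactive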
# S1P4 antag – antagonists of human S1P4 receptor; inhibition, % at 4.98 µM; S1P4-expressing cells, antagonist mode, reporter read-out; O95977; 220,000 tested, 0.26% active; AID 1510; in the data active means inhibition above about 29%;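 further: 0% = wells stimulated with agonist and 100% = vehicle wells without agonist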
# * hit, by the source's call; / = not tested or not shown. The order is random; 7.1% or so of the library scored in one or more.
SMILES,S1P4 agonist,BaF3 tox,Ba/F3 V617F tox,p47phox inh,CHOP inhibitor,NPY-Y1 antag,NPY1 pot ag,NPY-Y2 PAM-ag,S1P4 antag
CC(=O)Nc1ccc(S(=O)(=O)C(C#N)c2nc3ccccc3nc2NCCO)cc1 (centres undefined),0.6,-1,-4,-9,3,/,9,-4,5
CCn1c(SCc2ccc([N+](=O)[O-])cc2)nnc1C(C)NC(=O)c1ccc(C)cc1 (centres undefined),1.7,4,4,0,3,-1,-9,-2,-13
COc1ccc(Cn2c(-c3ccc(OC)c(O)c3)nc3ccccc32)cc1O,2.1,7,-3,-5,-7,0,12,4,-4
Cc1ccc(S(=O)(=O)Oc2ccc(/C=C(/NC(=O)c3ccccc3)C(=O)NCC(=O)O)cc2)cc1,1.9,2,4,1,-2,5,-4,-1,-8
CCC(C)NC(=O)Nc1ccc(C)cc1C (centres undefined),3.2,5,-3,-2,31,-3,-6,10,-3
COc1ccc(C(=O)Nc2sc3c(c2C(=O)NCc2ccco2)CCCC3)cc1OC,-0.1,5,0,4,46,2,-3,-19,-11
CCC(CC)COC(=O)C(C#N)c1nc2ccccc2nc1N1CCN(CC)CC1 (centres undefined),-0.4,3,2,-4,63,-2,26,31*,-9
O=C(Nc1ccccc1)N1CCn2c(nc3ccccc32)C1,0.3,1,-4,7,3,-4,6,-6,2
CC(=O)Nc1nc(-c2cc([N+](=O)[O-])cs2)cs1,3.2,5,-1,-5,7,0,25,5,-4
COc1cc(OC)cc(C(=O)Nc2nnc(Cc3ccc(OC)c(OC)c3)s2)c1,-1.8,9,-2,-1,4,-6,-3,1,-17
Cc1[nH]c(=O)[nH]c(=O)c1S(=O)(=O)N1CCN(c2ccccc2F)CC1,-0.8,3,-4,2,-12,4,7,-4,2
CNC(=O)c1cc(C(=O)c2c(Cl)cccc2Cl)c[nH]1,0.7,0,-4,-7,24,-2,-5,-8,-5
Cc1ccc(NC(=O)CSc2ncnc3ccccc23)cc1S(=O)(=O)N1CCOCC1,-0.4,1,-5,-14,35,/,-3,12,-12
COc1ccc(N2C(=O)C3C(C2=O)C(C(=O)c2ccc(Cl)cc2)N2CCCC32)cc1 (centres undefined),-0.8,-8,3,-15,-1,/,0,-20,6
N=c1sccn1CC(=O)Nc1cc(S(=O)(=O)N2CCCC2)ccc1Cl,0.4,10,1,-1,-4,6,5,-24,4
Cc1nc(CCNC(=O)c2cc(COc3ccc(F)cc3Cl)on2)sc1C,0.6,3,2,-11,28,/,10,-1,-4
O=C(CN1CCOCC1)N1CCN(S(=O)(=O)c2ccccc2)C1c1ccccc1 (centres undefined),-1.1,11,3,-8,-5,5,-4,4,4
NS(=O)(=O)c1ccc(F)c(C(=O)O)c1,-1.3,-2,-2,-9,9,/,10,-11,15
O=S(=O)(Nc1ccccc1O)c1ccc(-c2ccccc2)cc1,0.4,8,2,-2,42,-7,8,13,-3
COc1nc2c(C)cccc2cc1-c1noc(-c2ccco2)n1,-1.6,3,-2,-84,36,6,3,3,-5
O=C(Nc1ccc(N2CCCC2)cc1)c1ccc2ccccc2c1,0.0,6,2,-32,25,-4,0,5,2
C=C(C)c1cccc(C(C)(C)NC(=O)Nc2ccc(OC)cc2)c1,-0.9,0,-3,-6,-1,2,-5,3,-16
CCCCC(=O)NC(N1CCCCC1)C(Cl)(Cl)Cl (centres undefined),0.6,2,4,9,8,0,-3,-23,2
CC(=O)c1cnn(-c2cc(Oc3ccc(F)cc3)ncn2)c1C,-4.9,3,0,1,32,5,7,-3,-22
O=C(CSc1nc2c(c(=O)[nH]1)CN(Cc1ccc(F)cc1)CC2)Nc1ccc(F)cc1,1.7,0,-4,-9,8,-1,3,-1,-23
Cc1ccsc1/C=C/C1=Cc2c(sc(NC(=O)CSc3n[nH]c(N)n3)c2C#N)C(C)(C)C1,1.7,7,0,21,-27,-3,-1,-3,14
COc1ccccc1/C=N/NC(=O)c1ccc(NC(=O)c2ccccc2Br)cc1,-1.9,-2,-3,-16,-1,0,2,9,-6
CCOC(=O)c1cc2occc2n1CCCN1C(=O)c2ccccc2C1=O,-2.9,2,-1,-11,29,0,-19,8,3
O=C(CNc1cccc2ccccc12)c1ccc([N+](=O)[O-])cc1,5.0,6,4,-5,-91,1,-5,5,-24
CCN(Cc1ccccc1)C(c1ccc(Cl)cc1)c1nnnn1C(C)(C)C (centres undefined),0.6,2,-1,-11,20,13,14,-5,-5
N#Cc1c(/N=C/c2cc3ccccc3s2)sc2c1CCC2,2.9,3,2,-15,63,7,3,4,-11
COc1ccc(C(=O)CSc2nnc(-c3ccco3)o2)cc1,-1.0,3,1,-4,-3,4,-4,-11,0
CCN(CC)CCP(=O)(c1ccccc1)c1ccccc1,-1.4,8,1,1,3,5,-1,-7,4
CC(C)Nc1nc(SC(C)C(=O)Nc2ccccc2)nc(N(C)C)n1 (centres undefined),-0.5,10,1,-11,17,1,-23,-16,-3
O=C(O)CSc1c2c(nc3cc(C(=O)NCCN4CCOCC4)ccc13)CCC2,0.6,-3,-1,13,2,/,6,0,-10
CSCCC(NC(=O)c1ccoc1C)C(=O)O (centres undefined),-1.6,6,-1,-10,8,-2,11,11,-7
CCc1ccc(NC(=O)CSC2=C(C#N)C(c3ccco3)C3=C(CCCC3=O)N2)cc1 (centres undefined),-2.1,-1,-7,-9,26,-9,3,10,-1
CCc1ccc(-n2c(=S)sc3c(=O)n(-c4ccccc4OC)c(=S)[nH]c32)cc1,1.9,0,-2,-3,19,8,-16,-17,-10
O=C(NNC1=NCCCCC1)Nc1ccc(Cl)cc1,-1.3,-2,0,-13,0,/,23,18,3
N#C/C(=N/Nc1ccc(OC(F)(F)F)cc1)C(N)=S,0.0,68*,50*,-2,74*,/,27,46*,17
CN(C)CCCC1(O)c2ccccc2C=Cc2ccccc21,2.0,5,-3,-6,15,2,-5,7,-2
CSc1oc(-c2cccs2)nc1S(=O)(=O)c1ccccc1,-1.4,-4,-2,-9,12,/,7,6,-13
COc1cc2c(OC)cccc2cc1C(=O)O,1.3,2,-2,-23,-2,7,-30,-27,-2
C=CCn1c(=NC(=O)c2ccc(S(=O)(=O)N3CCCc4ccccc43)cc2)sc2cc(S(N)(=O)=O)ccc21,0.4,7,4,-24,5,19,-37,-50,1
CC(C)n1cc(/C=C(\C#N)S(=O)(=O)c2ccccc2)c2ccccc21,2.8,4,-1,-64,-7,2,-16,5,-19
Clc1cc(Br)ccc1OCCN1CCOCC1,1.5,7,2,6,21,1,7,17,-21
Cc1cc2cc(CNC(=O)c3cccc([N+](=O)[O-])c3)ccc2n1C,1.5,6,1,-8,4,-1,-12,-3,3
CC1CCN(S(=O)(=O)c2ccc3ncn(CC(=O)N(C)Cc4ccccc4)c(=O)c3c2)CC1,0.4,6,1,-2,39,-2,-22,-10,-18
Fc1ccc(N2N=C(c3cccs3)CC2c2ccccc2)cc1 (centres undefined),6.9,6,5,-26,23,8,3,-12,4
COc1ccc(NC(=O)N2CCN(c3cccc(C(F)(F)F)c3)CC2)cc1,1.0,8,3,-10,36,-6,8,-10,-20
COc1cccc(C2C=C(c3ccc(OC)cc3OC)Nc3nnnn32)c1 (centres undefined),1.0,2,-4,-2,/,2,5,-10,-7
N#Cc1cccc(S(=O)(=O)NCC(=O)OCC(=O)c2ccc[nH]2)c1,-0.9,1,-2,-2,4,-2,1,-4,1
CCC1CCc2c(sc(NC(=O)C3CC=CCC3C(=O)O)c2C#N)C1 (centres undefined),1.2,7,3,-9,-15,0,15,1,-12
COc1ccc(C2CC2/C(=N/O)c2ccccc2)cc1 (centres undefined),0.9,10,7,3,-3,0,5,0,1
N#CC1=C(N)Oc2n[nH]c(-c3ccccc3)c2C1c1cccc(OC(=O)N2CCOCC2)c1 (centres undefined),-2.4,-1,-4,-5,-29,11,2,3,-16
COC(=O)CC(=O)CSc1nc2c(cc1C#N)CCCCC2,0.6,2,1,3,-43,-1,-28,6,-3
O=C(CCc1c[nH]c2ccccc12)N1CCN(c2ccc(O)cc2)CC1,0.6,4,3,-5,31,-3,6,-3,1
Cc1cc(C)nc(N(C#N)CC(=O)Nc2ccccc2)n1,15*,4,1,-38,-1,0,-10,-3,-24
CCOc1ccc(S(=O)(=O)NC(C)C)cc1C(N)=O,1.8,4,0,0,-4,2,-12,-12,-21
COc1ccc(CN2CCNC(=O)C2CC(=O)NCCC2=CCCCC2)cc1OC (centres undefined),0.9,3,0,14,9,11,9,4,-15

# Complete entries, quoted from the list. Order of values: S1P4 agonist	BaF3 tox	Ba/F3 V617F tox	p47phox inh	CHOP inhibitor	NPY-Y1 antag	NPY1 pot ag	NPY-Y2 PAM-ag	S1P4 antag
# COc1ccc(C(=O)CSc2nnc(-c3ccco3)o2)cc1 across the screens: -1.0	3	1	-4	-3	4	-4	-11	0
# COc1ccccc1/C=N/NC(=O)c1ccc(NC(=O)c2ccccc2Br)cc1 across the screens: -1.9	-2	-3	-16	-1	0	2	9	-6
# CCN(Cc1ccccc1)C(c1ccc(Cl)cc1)c1nnnn1C(C)(C)C (centres undefined) across the screens: 0.6	2	-1	-11	20	13	14	-5	-5
# Cc1ccc(S(=O)(=O)Oc2ccc(/C=C(/NC(=O)c3ccccc3)C(=O)NCC(=O)O)cc2)cc1 across the screens: 1.9	2	4	1	-2	5	-4	-1	-8

# Remaining list, next part
SMILES,S1P4 agonist,BaF3 tox,Ba/F3 V617F tox,p47phox inh,CHOP inhibitor,NPY-Y1 antag,NPY1 pot ag,NPY-Y2 PAM-ag,S1P4 antag
CC(C)Oc1cccc(C(=O)Nc2ccc(NC(=O)c3ccco3)cc2)c1,-0.8,7,-3,-9,27,0,14,3,3
Cc1ccc(-c2ccc(C)c(N)c2C)c(C)c1N,0.5,-2,-3,1,-12,-4,2,-4,-11
CC(=O)c1ccc(NC2=C(N3CCOCC3)C(=O)c3ccccc3C2=O)cc1,-0.7,9,5,2,21,-2,-37,6,-4
CCOc1ccccc1C1C2C(=O)N(c3ccccc3)C(=O)C2ON1c1ccccc1 (centres undefined),0.2,5,-4,-22,25,6,-41,-12,-3
O=C(CCN1C(=O)c2ccccc2C1=O)Nc1ccc(F)cc1F,1.3,-1,3,-5,9,0,25,7,-30
C#CCOCCOCCOCCNc1nc(N2CCN(C(=O)[C@H](Cc3ccc(O)cc3)n3cc([C@@H](N)C(C)CC)nn3)CC2)nc(N2CCN(C(=O)[C@H](CCCCN)n3cc([C@@H](N)CO)nn3)CC2)n1 (some centres undefined),-0.1,1,-2,-10,6,-7,9,-11,-5
CCCS(=O)(=O)N1CCC(C(=O)NCCc2ccc(C)cc2)CC1,-0.7,4,-1,-5,31,6,-16,18,4
CNc1ccccc1C(=O)OCC(=O)c1ccc(F)cc1,-0.2,4,-2,-13,-22,4,-10,-3,-1
S=c1[nH]nc(-c2ccccc2Cl)n1CC1CCCO1 (centres undefined),0.3,2,-2,-3,-19,4,-25,-4,-27
CCN(C(=O)c1cc2c(=O)[nH]c3ccc(C)cc3c2s1)c1cccc(C)c1,0.9,1,-2,1,98*,/,-77,-31,-3
Cc1cccc(C)c1NC(=O)C(=O)NCCOc1ccc(Cl)cc1,-0.2,7,0,-4,57,15,-10,-2,1
CC(=O)c1cc(NC(=O)c2ccc(C)cc2)c(=O)oc1C,1.8,6,2,-13,21,-4,-7,9,-4
O=C(/C=C/c1cccc(F)c1)N1CCN(c2ccccn2)CC1,0.1,1,3,-4,-10,/,-14,-27,0
O=C(c1cccs1)N1CCN(C(=O)C(c2ccccc2)c2ccccc2)CC1,-0.1,-2,-1,-14,8,12,22,11,-10
Cc1ccc(S(=O)(=O)N(Cc2ccc(F)cc2)Cc2ccco2)cc1,0.0,2,-1,-7,47,1,-15,-11,-16
